esBAF inh = SWI/SNF esBAF complex inhibition | mouse ES cells, Bmi1-luciferase knock-in reporter, 24 h; 100% = twice the neutral-well signal | reporter increase, % at 12.5 µM | 350,000 tested, 2% active | AID 602393; in the data active means activation above about 40%; inconclusive means no clear call, values can overlap the other calls;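 further: 0% = median of the plate's neutral control wells and 100% = double that signal; a rise in the Bmi1 reporter signal indicates esBAF inhibition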
XiGFP reactiv = X-chromosome reactivation activator | XiGFP mouse fibroblasts, % GFP-positive cells imaging, 3 d; cells co-treated with 5-aza-dC sensitizer; scaled so ellipticine positive control = 100% | activation, % at 7.58 µM | 360,000 tested, 0.055% active | AID 743238;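 active means mean normalized replicate activation at least 10% and every replicate at or above 10%; inconclusive means only one of the two criteria met; inactive means mean below 10% and not all replicates reach 10%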;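 further: 0% = median of on-plate neutral control wells and 100% = ellipticine 6 µM median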
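Material: XiGFP fibroblasts, SV40-immortalized. Buffer or medium: DMEM plus 5-aza-dC sensitizer. Compound: single concentration per compound, delivered by pin transfer. Times: 3 days compound exposure. Controls: ellipticine 6 µM.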
S100A4 MyoIIA = blocks human S100A4 binding to myosin IIA peptide | inhibition, % at 10.7 µM | 360,000 tested, 0.14% active | S100A4/TAMRA-MyoIIA peptide fluorescence polarization | AID 652163 | P26447;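 active means mean inhibition of at least 70% across replicates, with every replicate also reaching that level; inconclusive means mean inhibition reaches 70% but some replicates fall short; inactive means mean inhibition below 70%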
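Test system – S100A4 monomer (human) · Compound – single-point compound testing · Schedule – 5 min incubation before reading · Probe or stimulus – TAMRA-labelled myosin IIA heavy-chain peptide probe, 5 nM · Benchmarks – neutral control DMSO, positive control TFP · Medium – Calcium-containing HEPES buffer, pH 7.2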
E-sel inducer = induces E-selectin expression in human endothelial cells; P16581; AID 686992; activation, % at 7.58 µM; 260,000 tested, 0.37% active; HUVEC E-selectin immunofluorescence imaging; normalized: neutral wells 0, TNF-alpha wells 100;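 active means mean E-selectin-positive cell signal at least 10% of the positive control, reached in at least 60% of replicates, without over 20% cell loss; inconclusive means no rule given, readout overlaps actives, possibly toxicity-flagged; inactive means the rest, including those meeting only one limit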;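 further: in these data hits start at about 27%; measured in HUVEC primary endothelial cells; signal is the percent of cells scored E-selectin positive by PE staining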
Target sequence (P16581 whole entry, looked up): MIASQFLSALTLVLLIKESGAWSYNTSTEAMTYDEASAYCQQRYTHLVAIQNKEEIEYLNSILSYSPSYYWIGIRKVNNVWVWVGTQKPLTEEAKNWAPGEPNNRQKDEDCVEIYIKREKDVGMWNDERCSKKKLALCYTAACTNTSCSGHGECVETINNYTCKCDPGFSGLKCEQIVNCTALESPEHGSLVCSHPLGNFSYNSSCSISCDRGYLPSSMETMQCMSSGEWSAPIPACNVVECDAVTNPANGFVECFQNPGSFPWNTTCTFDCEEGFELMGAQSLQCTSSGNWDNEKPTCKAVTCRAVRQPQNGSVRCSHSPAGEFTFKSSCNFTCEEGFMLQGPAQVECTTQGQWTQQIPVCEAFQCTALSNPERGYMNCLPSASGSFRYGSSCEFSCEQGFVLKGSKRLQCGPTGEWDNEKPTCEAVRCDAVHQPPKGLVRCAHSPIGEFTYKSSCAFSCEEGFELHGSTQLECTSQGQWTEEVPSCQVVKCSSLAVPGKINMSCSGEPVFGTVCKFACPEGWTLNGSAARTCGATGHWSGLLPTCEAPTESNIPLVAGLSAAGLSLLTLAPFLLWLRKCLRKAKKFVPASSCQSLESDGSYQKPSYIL
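assay system = HUVEC, human umbilical vein endothelial cells | input = 3,000 HUVEC seeded per well | medium = EGM-2 growth medium on 0.1% gelatin-coated wells | dosing = one compound dose added by pin transfer | signal = immunofluorescence imaging | read-out basis = % PE-positive cells | control set = TNF-alpha, DMSO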
RAD54 branch = inhibitors of human RAD54 branch migration | Q92698 | RAD54 Holliday junction branch migration, FAM/BHQ fluorescence | inhibition, % at 10.4 µM | 360,000 tested, 0.14% active;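 active means mean normalized replicate activity at least 40 and at least half of replicates scoring 40 or more; inconclusive means only one of the two criteria met; inactive means mean below 40 and under half of replicates reaching 40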;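 further: 0% = median of neutral control wells and 100% = median of positive control wells; inhibitors cause a drop in the FAM fluorescence signal; in these data hits start at about 50%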
ERp5 inh = ERp5 (human) disulfide isomerase inhibition. ERp5 insulin aggregation, absorbance 650 nm, 90 min. inhibition, % at 9.99 µM. 350,000 tested, 0.05% active;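 active means mean replicate inhibition above about 25%, with every replicate also reaching it, limit read from the data, passing the limit was not always enough; inconclusive means only one of those two criteria met; inactive means neither criterion met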
Target sequence (Q15084 whole entry, looked up): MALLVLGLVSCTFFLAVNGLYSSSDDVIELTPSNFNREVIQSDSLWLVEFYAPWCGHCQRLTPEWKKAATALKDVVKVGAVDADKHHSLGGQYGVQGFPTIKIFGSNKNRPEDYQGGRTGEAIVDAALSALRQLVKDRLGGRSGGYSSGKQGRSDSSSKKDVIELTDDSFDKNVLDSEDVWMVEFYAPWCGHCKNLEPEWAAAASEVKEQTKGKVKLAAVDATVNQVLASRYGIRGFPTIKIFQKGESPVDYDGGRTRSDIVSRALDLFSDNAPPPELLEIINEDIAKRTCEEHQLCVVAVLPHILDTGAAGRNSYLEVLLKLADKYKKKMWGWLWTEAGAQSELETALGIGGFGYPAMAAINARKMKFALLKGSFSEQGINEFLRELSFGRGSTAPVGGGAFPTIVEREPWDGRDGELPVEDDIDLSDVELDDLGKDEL
RAD52 anneal inh = inhibitors of human RAD52 DNA annealing; P43351; recombinant RAD52 DNA annealing, FRET fluorescence; 360,000 tested, 0.46% active; inhibition, % at 18.7 µM;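 active means every replicate showing at least 50% inhibition; inconclusive means mean inhibition at least 50% but not in every replicate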
ERAP1 HTS inh = ERAP1 (human) enzyme inhibition | Q9NZ08 | 340,000 tested, 0.15% active | AID 652197 | recombinant ERAP1, Leu-AMC fluorescence, 60 min | inhibition, % at 10.7 µM;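 active means mean replicate inhibition of at least 30%, or all replicates individually reaching that 30% level; inactive means mean below 30% and not every replicate reaching it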;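 further: 0% = neutral control wells and 100% = L-leucinethiol positive control wells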
* = called active by the depositor; ? = inconclusive; nt = not tested or not shown; & = joins results of further samples.

SMILES	esBAF inh	XiGFP reactiv	S100A4 MyoIIA	E-sel inducer	RAD54 branch	ERp5 inh	RAD52 anneal inh	ERAP1 HTS inh
CCOC(=O)c1sc2nc(CC(=O)OC)nc(NCC(=O)OC)c2c1C	8	nt	10	nt	3	5	-20	2
COc1cc(C2C(C(=O)c3cc4ccccc4o3)=C(O)C(=O)N2CCN2CCOCC2)ccc1OCCC(C)C (configuration not stated)	4	0.0	-14	-0.2	-6	1	-20	3
CCOC(=O)Cc1csc(NC(=O)/C=C\c2ccccc2Cl)n1	nt	0.0	-12	nt	nt	1	-15	5
Cc1cc(C)cc(C(O)c2ncc(-c3ccccc3C(F)(F)F)[nH]2)c1 (configuration not stated)	2	0.0	-1	0.0	1	0	-16	2
Cc1sc2nc(C(C)C)nc(SCC(=O)N3CCOCC3)c2c1C	-4	0.0	2	nt	2	3	-20	-1
COc1ccc(NC(=O)N(C)C[C@@H]2Oc3ncc(-c4ccc(C#N)cc4)cc3C(=O)N([C@H](C)CO)C[C@@H]2C)cc1	4	-0.4	-1	0.0	-2	0	15	0
Cc1cnc(C)c(Nc2nc(C(N)CCc3ccccc3)cs2)n1 (configuration not stated)	-3	0.1	1	5.5	-2	4	-19	-1
C=CCn1c(-c2csc3c2CCC(C)C3)n[nH]c1=S (configuration not stated)	nt	0.1	1	0.1	nt	?	-14	-2
CO[C@H]1CN(C)C(=O)c2cc(NC(=O)C3CC3)ccc2OC[C@@H](C)N(CC2CC2)C[C@H]1C	3	0.0	-7	0.0	5	4	0	-1
C[C@H]1CN([C@@H](C)CO)C(=O)Cc2cc(NC(=O)CCN3CCOCC3)ccc2O[C@H]1CN(C)Cc1ccc(C(F)(F)F)cc1	-2	0.1	36	nt	-9	-4	6	-2
COc1cc2c(cc1OC)CN(C(=O)[C@H]1[C@@H]3C(=O)O[C@@H](c4ccccc4)[C@@H](c4ccccc4)N3[C@@H](c3ccccc3OCCO)[C@]13C(=O)Nc1ccc(C#CCCO)cc13)CC2	nt	nt	-2	nt	-1	0	48	2
COc1ccccc1N(C)S(=O)(=O)c1ccc(C(=O)OCC(=O)N(C)c2ccccc2)cc1	6	0.0	4	-0.1	10	-5	-10	1
Cc1c(C(=O)OCC(=O)NCc2ccco2)oc2ccccc12	-6	0.2	-11	-0.6	3	nt	-15	1
CC(C(=O)OCC(=O)N1CCCCC1)N1C(=O)c2ccccc2C1=O (configuration not stated)	-3	0.1	9	nt	-1	-6	2	0
C[C@H]1CN([C@@H](C)CO)C(=O)Cc2cc(NC(=O)C3CCCCC3)ccc2O[C@@H]1CN(C)Cc1ccncc1	2	0.2	3	-9.7	-3	15	-6	0
C[C@H](CO)N1C[C@H](C)[C@H](CN(C)C(=O)Nc2ccc3c(c2)OCO3)Oc2ncc(/C=C/c3ccccc3)cc2C1=O	-31	-1.2	13	0.0	1	-3	9	2
N#C[C@H]1[C@@H](c2ccc(C#CC3CC3)cc2)[C@@H](CO)N1S(=O)(=O)c1ccccc1	2	0.0	-47	-0.5	1	5	-18	-1
COCCN(C[C@H]1N[C@H](CO)[C@@H]1c1ccccc1)C(=O)NC1CCCC1	nt	0.3	-6	2.6	nt	-3	7	-2
CC(C)(C)NCCOc1ccc2ccccc2c1	nt	0.6	0	1.4	nt	0	10	-6
C[C@H](CO)N1C[C@H](C)[C@@H](CN(C)Cc2cccnc2)Oc2cc(C#CC3CCCC3)ccc2S1(=O)=O	-1	-0.5	-17	1.1	-13	-3	-1	0
CCCNC(=O)N1CC2(CCN(CC3CC3)CC2)c2c([nH]c3cc(OC)ccc23)[C@@H]1CO	nt	0.4	4	-0.3	nt	4	-4	2
COc1ccccc1OCCCCN1CCCCC1	-7	0.1	-4	0.2	-15	2	-3	-1
O=C(COc1ncnc2sccc12)Nc1cccc(S(=O)(=O)N2CCCC2)c1	0	-0.1	-1	4.2	-4	0	-67	-2
Cc1ccc(NC(N)=S)cc1C	-6	0.0	-2	0.1	-2	-5	4	-1
COc1ccc2c3c(n(C)c2c1)[C@@H](CO)N(Cc1ccccc1)CC31CN(C(=O)Nc2cccc(F)c2)C1	nt	0.4	-31	0.7	nt	5	-23	-2
CC(=O)c1cccc(NC(=O)NN2CCN(C)CC2)c1	-7	-0.1	0	-0.2	-10	2	-9	1
Cc1ccc(NC(=O)CSc2ccc(-c3ccco3)nn2)c(C)c1	0	0.2	3	nt	2	-8	-18	4
O=C(NCc1c(Cl)cccc1Cl)c1ccc2nnsc2c1	nt	0.0	-11	0.0	-2	-4	-9	5
C[C@H](CO)N1C[C@H](C)[C@@H](CN(C)S(=O)(=O)c2cccs2)OCCCC[C@H](C)Oc2ccc(NS(=O)(=O)c3ccc(F)cc3)cc2C1=O	-4	-0.1	-2	nt	-3	0	-1	-2
Cc1cc2occ(CC(=O)OCC(=O)Nc3sc4c(c3C#N)CCC(C)C4)c2cc1C (configuration not stated)	nt	-0.1	-6	0.3	nt	5	-12	9
Cc1c(Cl)cccc1NC(=S)NCC(c1cccnc1)N(C)C (configuration not stated)	nt	0.2	-11	0.4	nt	1	-12	-1
CO[C@H]1CN(C)C(=O)c2cc(NS(=O)(=O)c3ccccc3C)ccc2OC[C@H](C)N(C)C[C@@H]1C	-3	0.3	2	0.0	2	-6	-6	0
C[C@H](CO)N1C[C@H](C)[C@@H](CN(C)C(=O)Nc2ccc(C(F)(F)F)cc2)Oc2ccc(NC(=O)Cc3ccccc3)cc2C1=O	5&7	0.0&-0.1	0&10	0.7&-4.5	-7&2	4&1	2&10	0&0
CC(C)NC(=O)Nc1cccc2c1O[C@@H](CN(C)Cc1ccc(C(F)(F)F)cc1)[C@@H](C)CN([C@@H](C)CO)C2=O	1	-0.1	-2	-5.9	-9	-7	-14	1
COc1ccc(N(CC(=O)N/N=C(\C)c2ccccc2)S(=O)(=O)c2ccccc2)cc1	-1	0.1	0	-1.6	-2	3	-9	-1
Cc1ccc(NS(=O)(=O)c2cccc3cccnc23)c(Cl)c1	4	0.0	-6	nt	-1	1	2	0
O=C(CN1C(=O)C(=O)N(C2CCCC2)C1=O)Nc1ccc([N+](=O)[O-])cc1	0	0.1	5	?	7	-4	6	-1
C[C@@H]1CN([C@H](C)CO)S(=O)(=O)c2ccc(Br)cc2O[C@@H]1CN(C)Cc1ccccn1	0	-0.7	6	-0.4	-3	-3	9	0
C[C@H](CO)N1C[C@H](C)[C@H](CN(C)S(=O)(=O)c2ccc(Cl)cc2)Oc2ccc(NC(=O)Nc3ccccc3)cc2C1=O	0	0.3	6	1.0	-2	5	14	0
O=C1c2ccccc2C2=Nc3ccccc3SC(c3ccc(Cl)cc3)C12 (configuration not stated)	nt	0.1	-1	?	nt	-5	-22	-2

Molecules shown so far containing a Cl atom:
SMILES	esBAF inh	XiGFP reactiv	S100A4 MyoIIA	E-sel inducer	RAD54 branch	ERp5 inh	RAD52 anneal inh	ERAP1 HTS inh
CCOC(=O)Cc1csc(NC(=O)/C=C\c2ccccc2Cl)n1	nt	0.0	-12	nt	nt	1	-15	5
O=C(NCc1c(Cl)cccc1Cl)c1ccc2nnsc2c1	nt	0.0	-11	0.0	-2	-4	-9	5
Cc1c(Cl)cccc1NC(=S)NCC(c1cccnc1)N(C)C (configuration not stated)	nt	0.2	-11	0.4	nt	1	-12	-1
Cc1ccc(NS(=O)(=O)c2cccc3cccnc23)c(Cl)c1	4	0.0	-6	nt	-1	1	2	0
C[C@H](CO)N1C[C@H](C)[C@H](CN(C)S(=O)(=O)c2ccc(Cl)cc2)Oc2ccc(NC(=O)Nc3ccccc3)cc2C1=O	0	0.3	6	1.0	-2	5	14	0
O=C1c2ccccc2C2=Nc3ccccc3SC(c3ccc(Cl)cc3)C12 (configuration not stated)	nt	0.1	-1	?	nt	-5	-22	-2

Next results follow:
SMILES	esBAF inh	XiGFP reactiv	S100A4 MyoIIA	E-sel inducer	RAD54 branch	ERp5 inh	RAD52 anneal inh	ERAP1 HTS inh
CCOc1ccc(OCc2ccc(C(=O)N3CCc4ccccc4C3)o2)cc1	24	nt	-1	nt	-7	3	-25	-2
CC(=O)c1cccc(NC(=O)/C=C/c2ccc(S(=O)(=O)N3CCOCC3)cc2)c1	-4	0.0	7	nt	12	1	-7	-1
Fc1ccc(CSc2ncnc3nc[nH]c23)cc1	9	0.1	2	-0.1	-11	3	-6	-4
O=C(Nc1ccccc1)[C@H]1[C@H](CO)[C@H]2Cn3c(cccc3=O)[C@H]2N1Cc1ccccc1Cl	-4	0.0	-15	-0.6	3	1	-11	0
CN(C(=O)COC(=O)c1cc2ccccc2cc1O)c1ccccc1	15	-0.1	-5	0.6	-1	1	3	1
C/C=C/c1ccc2c(c1)O[C@@H](CN(C)C(=O)c1ccccn1)[C@H](C)CN([C@@H](C)CO)S2(=O)=O	-2	0.1	-26	-0.2	0	-3	3	1
CNc1nc(SCC(=O)Nc2ccc(Cl)c(Cl)c2)nc(N2CCOCC2)n1	5	0.0	-4	-0.8	4	-2	-11	0
COc1ccc2c3c([nH]c2c1)[C@H](CO)N(C(=O)c1ccc(F)cc1)CC31CCN(C(=O)NC(C)C)CC1	nt	0.0	-2	0.0	nt	-3	4	0
CC(C)c1cc(NCCCN2CCOCC2)n2c(nc3ccccc32)c1C#N	-25	nt	-21	nt	7	-4	-10	1
COC(=O)c1cc2c(c3c4ccccc4n(S(=O)(=O)c4cccc(C)c4)c13)C(=O)N(Cc1ccccc1)C2	nt	0.0	0	-0.2	nt	-5	-39	-5
COc1cc(-c2cc(C(=O)N3CCCCCC3)c3ccccc3n2)cc(OC)c1OC	-3	-0.6	-1	-1.6	-1	-1	2	9
CCCCN(C)S(=O)(=O)c1ccc(C(=O)Nc2nnc(-c3ccco3)o2)cc1	2	0.2	-1	-1.9	-3	7	3	19
COc1cc(S(=O)(=O)N(Cc2ccc(C)cc2)C2CCCCC2)ccc1-n1cnnn1	5	nt	9	nt	1	-2	-6	3
CCC(=O)OC1(C(=O)CCl)[C@@H](C)C[C@H]2[C@@H]3CCC4=CC(=O)C=C[C@]4(C)[C@@]3(F)[C@@H](O)C[C@@]21C (some centres not stated)	-2	-0.1	0	0.2	5	1	-1	0
CC(=O)Nc1ccc(/C(N=Nc2ccccc2)=N/N=C(N)N)cc1	nt	0.2	8	0.0	nt	4	0	1
CSCCC(NS(=O)(=O)c1ccc2c(c1)OCCO2)C(=O)N(C)Cc1ccc(F)cc1 (configuration not stated)	-4	0.3	-4	-0.3	17	1	-12	1
Cc1noc(C)c1CCC(=O)NC1CCCN(Cc2ccc(CC(C)C)cc2)C1 (configuration not stated)	6	0.0	-25	nt	-10	-2	-26	-4
